RGS4 pot: RGS4 potentiation or activation. HEK293 M3R/inducible RGS4, carbachol calcium flux Fluo4; hits give low values. B-score at 10 µM. hit rate 0.92% among 310,000. AID 463111;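 active = B-score of the integrated calcium signal more than 4 SD below the library mean, with starting fluorescence not abnormally high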;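 also: negative B-score means reduced calcium response which marks RGS4 activation or potentiation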
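Detection: kinetic calcium fluorescence imaging with Fluo4-AM dye, 2 µM / Material: HEK293 cells with stable M3R and inducible RGS4 / Schedule: recording 10 s baseline at 1 Hz, 100 s post-agonist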
SKKanGAS inh: SKKanGAS growth inhibition | inhibition, % at 7.5 µM | hit rate 1.3% among 300,000 | S. pyogenes SKKanGAS, kanamycin growth, BacTiter-Glo, 6 h | AID 1662;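 active = mean replicate score, as percent of positive control median, at least 50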;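 also: strain carries kanamycin resistance gene driven by streptokinase promoter and grows in 40 µg/ml kanamycin; loss of luminescence reflects streptokinase promoter inhibition or plain growth inhibition; 0% = median of DMSO wells and 100% = positive control at its reference dose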
ANO1 activ: mouse TMEM16A channel activation, primary screen; Q8BHY3; HEK293 TMEM16A/YFP-H148Q/I152L, iodide quench fluorescence; hits give low values; B-score at 10 µM; hit rate 0.3% among 340,000; AID 623877;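 active = fluorescence-ratio B-score plate-corrected deviation score at least 3 library SD below zero, with starting fluorescence score within 5 deviations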;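 also: channel opened by trigger with iodide after compound preincubation; score built on the fluorescence ratio of max minus min over baseline; more negative score means more quench and so TMEM16A activation or potentiation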
MrgX1 antagonist: blocks BAM8-22 activation of human MrgX1 receptor. Q96LB2. hit rate 1.3% among 310,000. MRGX1-HEK293 calcium flux, Fluo-4, BAM8-22 antagonism; hits give low values. B-score at 10 µM;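 active = calcium-response B-score plate-corrected more than 3 library SD below zero, starting fluorescence within 5 deviations, no agonist response on first addition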;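 also: peak minus trough fluorescence over baseline after final BAM8-22 challenge near maximal dose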
Target sequence (Q96LB2 whole entry, looked up): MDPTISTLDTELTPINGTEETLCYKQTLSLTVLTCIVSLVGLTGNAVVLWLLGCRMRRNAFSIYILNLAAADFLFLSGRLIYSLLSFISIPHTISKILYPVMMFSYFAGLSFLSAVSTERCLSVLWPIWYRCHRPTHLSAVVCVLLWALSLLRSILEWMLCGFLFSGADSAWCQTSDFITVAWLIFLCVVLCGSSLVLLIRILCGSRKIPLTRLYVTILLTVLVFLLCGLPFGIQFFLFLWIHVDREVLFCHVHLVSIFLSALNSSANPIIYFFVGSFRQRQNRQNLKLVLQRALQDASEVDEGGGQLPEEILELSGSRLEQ
MrgX1 agonist: activates human MrgX1 receptor signaling; MrgX1-HEK293 cells, Fluo-4 calcium fluorescence, agonist mode; hits give high values; B-score at 10 µM; hit rate 0.44% among 310,000; AID 588627;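 active = calcium response B-score plate-corrected fluorescence ratio at least 3 library SD, with starting fluorescence B-score inside 5 SD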
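Test system: HEK293 cells stably expressing human MrgX1 receptor; amount: 15,000 cells per well; doses: compound delivered in addition one of three; times: overnight plating before 1 h dye loading; detection: Fluo-4 NW calcium-flux fluorescence, kinetic read; read-out basis: B-scored fluorescence response ratio; controls: positive and negative controls per plate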
ANO1 block: inhibitors of mouse TMEM16A calcium-activated chloride channel. HEK293 TMEM16A/YFP iodide influx fluorescence, ionomycin. AID 588511. hit rate 1.2% among 310,000. normalized B-score (activity score, 25-100; higher = stronger inhibition) at 10 µM;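 active = ratio plate-corrected score three or more library SD toward inhibition, starting fluorescence score within five deviations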;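 also: score derived from kinetic fluorescence span divided by baseline fluorescence per well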
RGS4 block: inhibitors of human RGS4; hit rate 0.45% among 310,000; P49798; HEK293 M3R/RGS4 inducible, Fluo-4 calcium flux; hits give high values; triggered by carbachol at its EC20; B-score at 10 µM;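 active = B-score, a plate-corrected calcium signal, over three deviations above library mean, with baseline fluorescence within five deviations of library mean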;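 also: RGS4 expression induced by doxycycline in cells with stable M3 receptor; B-score is computed from the integrated fluorescence ratio over baseline after carbachol; higher B-score means a larger calcium signal and so more RGS4 inhibition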
Target sequence (P49798 whole entry, looked up): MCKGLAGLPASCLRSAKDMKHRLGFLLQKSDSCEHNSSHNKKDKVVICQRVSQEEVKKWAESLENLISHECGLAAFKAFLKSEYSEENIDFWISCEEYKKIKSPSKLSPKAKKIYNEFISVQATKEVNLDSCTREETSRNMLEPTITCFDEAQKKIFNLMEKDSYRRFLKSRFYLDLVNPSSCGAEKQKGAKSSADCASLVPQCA
HDAC3 inh: inhibitors of human histone deacetylase 3. inhibition, % at 8.3 µM. recombinant HDAC3, fluorogenic peptide/trypsin coupled, fluorescence. hit rate 0.15% among 320,000; in the data active = inhibition above about 26%, passing the limit was not always enough
Target sequence (O15379 whole entry, looked up): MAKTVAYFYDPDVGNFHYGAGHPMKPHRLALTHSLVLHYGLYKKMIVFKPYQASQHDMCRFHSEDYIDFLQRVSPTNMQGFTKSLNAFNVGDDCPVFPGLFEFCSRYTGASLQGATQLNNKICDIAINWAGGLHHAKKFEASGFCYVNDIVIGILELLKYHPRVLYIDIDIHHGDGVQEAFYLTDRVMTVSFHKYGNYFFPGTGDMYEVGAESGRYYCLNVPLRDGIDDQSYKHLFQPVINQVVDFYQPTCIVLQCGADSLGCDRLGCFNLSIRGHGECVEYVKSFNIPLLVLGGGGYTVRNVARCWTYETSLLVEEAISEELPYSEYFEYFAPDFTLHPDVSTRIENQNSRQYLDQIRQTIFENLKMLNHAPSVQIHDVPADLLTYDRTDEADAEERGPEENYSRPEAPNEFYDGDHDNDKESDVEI
TRPC6 act: activators of mouse TRPC6 channel | B-score at 10 µM | Q61143 | HEK293-TRPC6 membrane potential dye fluorescence; hits give high values | hit rate 0.13% among 310,000;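 active = B-score of the integrated fluorescence ratio above library mean plus 3 SD, and starting fluorescence ratio within library mean plus 5 SD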;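 also: higher score means more depolarization so channel activation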
MrgX1 allo act: allosterically activates human MrgX1 receptor signaling; MrgX1-HEK293, Fluo-4 calcium flux, FDSS; hits give high values; B-score at 10 µM; hit rate 0.63% among 310,000;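 active = plate-corrected calcium response at least 3 library SD above typical, normal starting fluorescence, not activating the receptor alone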;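 also: compound read alongside a low EC10 to EC30 dose of BAM8-22 agonist; peak minus trough fluorescence over baseline measured at the second addition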
TRPC6 inhibitor: mouse TRPC6 channel inhibition | B-score at 10 µM | AID 2553 | hit rate 1.1% among 310,000 | HEK293-TRPC6, membrane potential dye, ACh-evoked depolarization; hits give low values | Q61143;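 active = B-score under library mean minus 3 SD, initial fluorescence not abnormally high, positive integrated signal ratio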;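 also: B-score derived from integrated fluorescence ratio over the kinetic read; more negative B-score means stronger inhibition of depolarization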
* marks the source's active call; other numbers are inactive results; i = inactive; x = not tested or not shown.

smiles,RGS4 pot,SKKanGAS inh,ANO1 activ,MrgX1 antagonist,MrgX1 agonist,ANO1 block,RGS4 block,HDAC3 inh,TRPC6 act,MrgX1 allo act,TRPC6 inhibitor
CCCN(CC(=O)Nc1cccc(S(N)(=O)=O)c1)CC(=O)Nc1ccc(F)c(F)c1F,i,1.7,i,i,i,i,i,-5.9,i,i,i
COc1ccc(CNC(=O)Cn2cc3c(n2)CCCCC3)cc1,i,4.0,i,i,i,i,i,2.8,i,i,i
Cc1ccc(S(=O)(=O)N2CCN(Cc3cc(C(C)C)ccc3O)CC2)cc1,i,2.4,i,i,i,i,i,-2.2,i,i,i
Cc1cc(C(F)F)n2ncc(C(=O)NCc3ccccc3C(F)(F)F)c2n1,i,5.6,i,i,i,i,i,-1.3,i,i,i
O=[N+]([O-])c1ccc(N2CCCCC2)c(-c2nn[nH]n2)c1,i,-2.4,i,i,i,i,i,6.2,i,i,i
O=C(CCN1CCCCC1)c1ccc2c(c1)OCCO2,i,-7.6,i,i,i,i,i,0.9,i,i,i
Cc1ccc(C(C)(C)C)c(OCCCn2ccnc2)c1,i,0.1,i,i,i,i,i,2.8,i,i,i
COc1ccc(/C=N/NC(=O)Cc2csc(Nc3cccc(C(F)(F)F)c3)n2)cc1C,i,76.8*,i,i,i,i,i,0.7,i,i,i
N#CC1=C(N)OC2=C(C(=O)CCC2)C1CCc1ccccc1 (stereo unspecified),i,-2.0,x,i,i,i,i,0.8,i,i,i
C=CCn1c(SCC(=O)Nc2nccs2)nnc1-c1ccco1,i,8.1,i,i,i,i,i,2.5,i,i,i
Cn1c(=O)n(CCc2ccccc2)c(=O)c2c1nc1n2CCCN1Cc1ccccc1,i,26.6,i,i,i,i,i,8.7,i,i,i
Cc1cccn2c(=O)c(/C=C(\C#N)C(=O)NCc3ccco3)c(N3CCCC(C)C3)nc12 (stereo unspecified),i,12.1,i,i,i,i,i,3.8,i,i,i
CCCc1cc(=O)[nH]c(SCC(=O)c2c(C)[nH]c3ccccc23)n1,i,-13.3,i,i,i,i,i,0.9,i,i,i
CC(C)NC(=O)Nc1cccs1,i,1.2,i,i,i,i,i,9.2,i,i,i
CC(=O)N1CC2([N+](=O)[O-])CN(C(C)=O)CC([N+](=O)[O-])(C1)C2(C)C,i,-0.4,i,i,i,i,i,-1.0,i,i,i
COc1ccc(Cl)cc1S(=O)(=O)NC(C)C(=O)NCc1ccc2c(c1)OCO2 (stereo unspecified),i,-0.7,i,i,i,i,i,-1.8,i,i,i
CCC(=O)Nc1nnc(SCC(=O)NCC2CCCO2)s1 (stereo unspecified),i,18.3,i,i,i,i,i,-3.3,i,i,i
O=C(COc1cccc2ccccc12)N1CCN(c2ccccc2)CC1,i,14.4,i,i,i,i,i,5.7,i,i,i
CC(C)(C)OC(=O)N1CCC(c2c(C(=O)O)cnn2-c2ccccc2Cl)CC1,i,-5.1,i,i,i,i,i,-0.9,i,i,i
O=C(NCCCNC(=O)c1cc(Cl)ccc1Cl)c1cnccn1,i,-6.8,i,i,i,i,i,1.8,i,i,i
Cc1cc(C)c2c(=O)[nH]c(SCC(=O)N3CCOCC3)nc2n1,i,23.1,i,i,i,i,i,-1.8,i,i,i
CCNc1nc(NC(C)C)nc(NS(=O)(=O)c2ccc(C)cc2)n1,i,1.8,i,i,i,i,i,9.8,i,i,i
CC1(c2nnc(-c3ccc(F)cc3)o2)CC(c2c(Cl)cccc2Cl)=NO1 (stereo unspecified),i,-8.3,i,i,i,i,i,5.3,i,i,i
CC(CN1CCCCC1)OC(=O)c1ccc2c(c1)OCO2 (stereo unspecified),i,4.4,i,i,i,i,i,6.8,i,i,i
COc1ccccc1NC(=O)CSc1nc(=O)n(Cc2ccncc2)c2c1CCCC2,i,-14.7,i,i,i,i,i,-7.8,i,i,i
COc1ccc(NC(=O)Nc2ccc(OCc3ccccc3)cc2)cn1,i,0.0,i,i,i,i,i,0.9,i,i,i
O=S(=O)(c1ccc(F)cc1)N1CCc2ccccc2C1,i,2.5,i,i,i,i,i,4.0,i,i,i
C=CCOc1c(Br)cc(CNc2nccs2)cc1OC,i,-2.4,i,i,i,i,i,3.5,i,i,i
CN(CC(=O)Nc1cccc(F)c1)C(=O)CSc1ccccc1F,i,6.0,i,i,i,i,i,-6.6,i,i,i
COc1cc(-c2cc(C(=O)Nc3nc4ccccc4s3)c3ccccc3n2)cc(OC)c1OC,i,29.2,i,i,i,i,i,5.1,i,i,i

(more compounds)
smiles,RGS4 pot,SKKanGAS inh,ANO1 activ,MrgX1 antagonist,MrgX1 agonist,ANO1 block,RGS4 block,HDAC3 inh,TRPC6 act,MrgX1 allo act,TRPC6 inhibitor
CCCn1c(/C=C/c2ccco2)nc2ccccc21,i,-8.4,i,i,i,i,i,-8.3,i,i,i
O=C(COc1ccc(F)cc1)NNC(=O)c1cc2ccccc2oc1=O,i,-2.2,i,i,i,i,i,0.5,i,i,i
CNC(=O)CSc1nnnn1-c1ccc(C)cc1C,i,6.7,x,i,i,i,i,3.2,i,i,i
CC12CCC(C(=O)NCc3ccc4c(c3)OCO4)(OC1=O)C2(C)C (stereo unspecified),i,-3.7,i,i,i,i,i,-0.6,i,i,i
NC(=O)CC(NC(=O)OCc1ccccc1)C(=O)O (stereo unspecified),i,1.2,i,i,i,i,i,0.4,i,i,i
CCCSc1nnc(N2C(=O)C(O)=C(C(=O)c3ccco3)C2c2ccccc2F)s1 (stereo unspecified),i,11.0,-4.77*,i,i,i,i,8.9,i,i,i
COc1ccccc1OCC(=O)OCC(=O)Nc1sccc1C(N)=O,i,-7.1,i,i,i,i,i,5.5,i,i,-5.42*
NS(=O)(=O)c1ccc(NC(=O)COC(=O)C23CC4CC(CC(C4)C2)C3)cc1,i,-6.9,i,i,i,i,i,8.0,i,i,i
C=CCN1CCN(C(c2ccccc2)c2nnnn2CCC(C)C)CC1 (stereo unspecified),i,0.9,i,i,i,i,i,-7.6,i,i,i
COCCCn1c(=S)[nH]c2ccc(N3CCOCC3)cc2c1=O,i,-0.4,i,i,i,i,i,-1.0,i,i,i
COc1ccc(C(=O)N/N=C/c2c[nH]c3ccccc23)cc1,i,-2.3,i,i,i,i,i,9.8,i,i,i
CN(Cc1cnccn1)Cc1c(C(=O)N2CCc3ccccc3C2)nc2ccc(Cl)cn12,i,-9.1,i,i,i,i,i,4.9,i,i,i
C/C(CCC(=O)OC[C@H]1O[C@H](C#Cc2ccccc2)C=C[C@@H]1Oc1ccc(C)cc1)=N\OC[C@@H](O)[C@H]1O[C@@H]2OC(C)(C)O[C@@H]2[C@H]1O,i,9.9,x,i,i,i,i,17.3,i,i,i
CCOc1ccccc1NC(=O)C1CCCN(S(=O)(=O)c2ccccc2)C1 (stereo unspecified),i,12.2,i,i,i,i,i,-2.7,i,i,i
O=C1CCCC2=C1C(c1ccc(Cl)cc1)C1C(=O)c3ccccc3C1=N2 (stereo unspecified),i,24.4,i,i,i,i,i,12.7,i,i,i
COc1ccc(C(=O)N2CCC(O)(c3ccc(F)cc3)CC2)cc1OC,i,-4.1,i,i,i,i,i,1.4,i,i,i
COc1ccc(CNC(=O)c2ccc(CS(=O)(=O)Cc3ccccc3F)o2)cc1,i,-5.7,i,i,i,i,i,0.6,i,i,i
O=C1Nc2ccccc2Nc2ncccc21,i,-6.6,i,i,i,i,i,-9.9,i,i,i
Cn1cc([N+](=O)[O-])c(C(=O)Nc2nc(-c3ccc(Cl)cc3)cs2)n1,i,32.4,i,i,i,i,i,3.7,i,i,i
COc1ccccc1CCNC(=O)CCn1c(=O)oc2ccccc21,i,-3.3,i,i,i,i,i,-6.4,i,i,i
O=c1c2ccccc2nc(CSc2nnnn2-c2ccccc2)n1-c1ccccc1,i,0.4,i,i,i,i,i,-0.6,i,i,i
CCOc1ccc(N2CC(C(=O)Nc3nnc(C4CCCCC4)s3)CC2=O)cc1 (stereo unspecified),i,2.9,i,i,i,i,i,0.9,i,i,i
O=C1CN(C(=O)/C=C/c2cc(Br)ccc2F)CCN1,i,-0.5,i,i,i,i,i,-1.2,i,i,i
COc1ccccc1-n1c(SC(C)C(=O)NCC2CCCO2)nc2cc(Cl)ccc2c1=O (stereo unspecified),i,18.2,i,i,i,i,i,-4.8,i,i,i
O=C(c1ccccc1)c1ccc(COC(=O)c2cnccn2)cc1,i,-12.0,i,i,i,i,i,-7.3,i,i,i
CC(CC1CC(C)(C)OC1=O)C(=O)Nc1nncs1 (stereo unspecified),i,-5.5,i,i,i,i,i,-2.5,i,i,i
Cc1cc2ccccc2n2c(SCC(=O)N3CCc4ccccc4C3)nnc12,i,-8.0,i,i,i,i,i,3.7,i,i,i
Cc1ccc(NC(=O)CSc2nnnn2C)cc1S(=O)(=O)N(C)C,i,-2.2,i,i,i,i,i,12.8,i,i,i
CC1=Nc2ccccc2N=C(NC(=O)c2ccccc2)C1c1ccc(Cl)cc1 (stereo unspecified),i,5.8,i,i,i,i,i,6.8,i,i,i
CCOC(=O)c1[nH]c2ccccc2c1NC(=O)CC(C)C,i,-3.9,i,i,i,i,i,2.7,i,i,i

New compounds follow
smiles,RGS4 pot,SKKanGAS inh,ANO1 activ,MrgX1 antagonist,MrgX1 agonist,ANO1 block,RGS4 block,HDAC3 inh,TRPC6 act,MrgX1 allo act,TRPC6 inhibitor
O=C(c1ccco1)N1CCN(c2ncnc3c2[nH]c2ccc(Cl)cc23)CC1,i,3.8,x,i,i,i,i,-2.8,i,i,i
Cc1cc(C(=O)OCC(=O)c2cccs2)c2ccccc2n1,i,5.2,i,i,i,i,i,-1.6,i,i,i
Cc1cccc(NC(=O)CCC(=O)Nc2nnc(C3CCCCC3)s2)c1,i,0.3,i,i,i,i,i,1.3,i,i,i
COc1ccc(CNC(=O)C2CCCN(S(=O)(=O)c3ccc(-n4cnnn4)cc3)C2)cc1 (stereo unspecified),i,0.1,i,i,i,i,i,-1.1,i,i,i
COc1ccc(CCNC(=O)CN2C(=O)c3ccccc3S2(=O)=O)cc1,i,0.8,i,i,i,i,i,8.7,i,i,i
CCOC(=O)C1(Cc2ccccc2C)CCCN(C(=O)c2ccc(OC)o2)C1 (stereo unspecified),i,1.1,i,i,i,i,i,0.2,i,i,i
COc1ccc(OC)c(/C=C2\SC(=S)N(NS(=O)(=O)c3ccc(C)cc3)C2=O)c1,i,20.5,i,i,i,i,i,7.7,i,i,i
